# Screening results (PubChem BioAssay)
# TEAD-YAP block = TEAD-YAP interaction inhibition; HEK-TIYL cells, TEAD-Gal4/YAP UAS-luciferase luminescence; inhibition, % at 9.12 µM; actives 1.4% (n = 640,000); in the data active = inhibition above about 32%;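 also: 0% = median of test compound wells and 100% = reference inhibitor wells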
# FBW7 activator = human FBW7 E3 ligase activation, primary screen | Q969H0 | AlphaScreen FBW7–phospho-cyclin E peptide binding, activator screen | normalized activity (activation), % at 26.1 µM | actives 0.13% (n = 650,000) | AID 1259310; in the data active = normalized activity above about 1.9%;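 also: purified mutant Fbw7 with reduced substrate affinity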
# GPR151 activ = human GPR151 activation | PathHunter beta-arrestin GPR151 cells, luminescence | AID 1508602 | actives 1% (n = 650,000) | activation, % at 11.2 µM; in the data active = activation above about 4.9%;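 also: 0% = median of compound wells and 100% = cells with positive control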
# Target sequence (Q8TDV0 whole entry, looked up): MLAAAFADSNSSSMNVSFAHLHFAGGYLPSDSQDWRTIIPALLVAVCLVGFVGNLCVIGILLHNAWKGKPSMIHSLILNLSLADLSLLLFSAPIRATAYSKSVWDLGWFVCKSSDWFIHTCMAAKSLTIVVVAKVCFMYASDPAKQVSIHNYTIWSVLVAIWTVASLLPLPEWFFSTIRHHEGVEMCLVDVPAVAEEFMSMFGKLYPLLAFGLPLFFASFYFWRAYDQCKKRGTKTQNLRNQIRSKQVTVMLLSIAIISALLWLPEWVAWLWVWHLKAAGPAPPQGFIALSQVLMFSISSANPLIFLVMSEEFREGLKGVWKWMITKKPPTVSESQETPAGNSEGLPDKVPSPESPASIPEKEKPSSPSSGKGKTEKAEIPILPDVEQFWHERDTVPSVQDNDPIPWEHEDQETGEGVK
# MITF inh = blocks human microphthalmia-associated transcription factor. AID 1259374. inhibition, % at 2.6 µM. AlphaScreen MITF homodimerization, bead proximity signal. O75030. actives 0.91% (n = 650,000); in the data active = inhibition above about 50%;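 also: 0% = vehicle wells with protein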
# Target sequence (O75030 whole entry, looked up): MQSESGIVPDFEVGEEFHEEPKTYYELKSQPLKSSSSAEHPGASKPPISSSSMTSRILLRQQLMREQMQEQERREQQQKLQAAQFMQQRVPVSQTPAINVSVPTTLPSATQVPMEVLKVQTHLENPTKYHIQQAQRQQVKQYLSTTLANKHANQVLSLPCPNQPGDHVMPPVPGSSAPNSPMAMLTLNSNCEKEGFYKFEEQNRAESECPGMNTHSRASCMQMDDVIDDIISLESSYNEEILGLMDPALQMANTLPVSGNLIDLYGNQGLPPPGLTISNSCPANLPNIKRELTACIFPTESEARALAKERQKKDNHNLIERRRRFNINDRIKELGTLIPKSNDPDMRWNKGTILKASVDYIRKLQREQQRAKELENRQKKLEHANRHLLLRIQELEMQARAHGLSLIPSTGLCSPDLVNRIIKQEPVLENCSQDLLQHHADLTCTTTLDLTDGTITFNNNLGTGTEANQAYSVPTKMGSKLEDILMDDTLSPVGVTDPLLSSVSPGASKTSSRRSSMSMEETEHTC
# * = called active by the depositor.
SMILES,TEAD-YAP block,FBW7 activator,GPR151 activ,MITF inh
COc1cccc(C2CC(=O)NC3=C2C(=O)CC(c2ccc(F)cc2)C3)c1OC (configuration not stated),4.8,0.0,0.8,10.5
C/C(=N\NC(=O)c1ccccc1O)c1ccc(NC(=O)c2ccc(C)cc2)cc1,-62.0,0.2,-1.2,10.3
N#Cc1cc([N+](=O)[O-])ccc1NCCNc1ccccn1,-8.7,0.1,0.3,9.0
CCOC(=O)c1c(C)[nH]c(C(=O)OCC(=O)Nc2ccc(OCC)cc2[N+](=O)[O-])c1C,-5.8,-0.2,-0.4,1.9
O=C(Nc1ccccc1C(=O)O)c1cc(S(=O)(=O)N2CCCC2)c(Cl)cc1Cl,2.1,-0.1,0.2,-0.1
CCC(C)(O)C#CCN1CCOCC1 (configuration not stated),-2.9,-0.2,1.8,4.5
C=CCc1ccc(OCCNC2CCCC2)c(OC)c1,-16.3,0.4,-0.9,25.2
CC(C)OC(=O)c1c(NC(=O)COc2cccc(Br)c2)sc2c1CCCC2,-0.8,0.0,1.0,6.8
Cc1ccc(NC(=O)c2ccc(F)c(S(=O)(=O)N(CCc3ccccc3)Cc3ccccc3)c2)cc1F,-6.0,0.9,1.0,15.8
COc1ccc(C2(C(F)(F)F)NC(=O)C(C#N)=C3C=CC=CN32)cc1 (configuration not stated),6.4,-0.2,1.2,-6.1
O=C(NCC1CCCO1)C(c1cccnc1)N(C(=O)Cc1cccs1)c1cccnc1 (configuration not stated),10.1,-0.1,-1.2,9.3
CCN(CC)C(=O)CN1CCN(c2ccc(OC)cc2)CC1,-7.2,0.0,0.5,0.8
COc1cccc(-c2cnnc(N3C[C@@H]4CCC[C@H]3C4)n2)c1,-25.6,-0.1,-1.5,2.9
Cc1ccc(NC(=O)c2ccc([N+](=O)[O-])cc2Cl)cc1,-51.2,-0.1,-0.6,1.4
CC1=C(C)/C(=N\OC(=O)/C=C/c2ccccc2)C=CC1=O,-6.1,0.0,-0.6,-22.4
CCCCCOc1ccc(N2C(=O)C3C4c5ccc(C(C)(C)C)cc5C(c5ccc(C(C)(C)C)cc54)C3C2=O)cc1 (configuration not stated),2.6,0.2,0.9,1.3
COc1ccc(/C=N/NC(=O)c2ccccc2OC(C)C)cc1OC,-3.9,0.0,2.6,7.3
COc1ccc(S(=O)(=O)N2C(C)CCCC2C)cc1 (configuration not stated),-13.8,0.0,-0.7,-21.6
CC(=O)c1ccc(N2CCN(C(=O)c3ccccc3[N+](=O)[O-])CC2)cc1,-2.9,-0.1,-0.6,7.3
COc1ccc(CNC(=O)CN2CC(C)CC(C)C2)c(OC)c1 (configuration not stated),-9.3,0.0,0.9,30.3
O=C1CS/C(=N\N=C2C3CC4CC(C3)CC2C4)N1,-7.9,-0.8,-0.3,-12.1
CCOc1ccc(C(Nc2ccc(Br)cc2)P2(=O)OCCCO2)cc1 (configuration not stated),-1.6,-0.2,-1.3,8.0
Cc1onc(-c2ccccc2Cl)c1C(=O)Nc1nncs1,2.3,0.2,1.6,-9.1
COc1cc(-c2nc3cnccn3c2Nc2ccccc2)ccc1O,-1.1,0.3,-0.3,6.6
Cc1ccc(-c2nnc(C3CCN(S(=O)(=O)c4ccc(F)cc4)CC3)o2)cc1,-4.9,0.1,-0.8,2.7

# An excerpt of these results, with tabs:
structure	TEAD-YAP block	FBW7 activator	GPR151 activ	MITF inh
CCN(CC)C(=O)CN1CCN(c2ccc(OC)cc2)CC1	-7.2	0.0	0.5	0.8
COc1cccc(-c2cnnc(N3C[C@@H]4CCC[C@H]3C4)n2)c1	-25.6	-0.1	-1.5	2.9
Cc1ccc(NC(=O)c2ccc([N+](=O)[O-])cc2Cl)cc1	-51.2	-0.1	-0.6	1.4
CC1=C(C)/C(=N\OC(=O)/C=C/c2ccccc2)C=CC1=O	-6.1	0.0	-0.6	-22.4
CCCCCOc1ccc(N2C(=O)C3C4c5ccc(C(C)(C)C)cc5C(c5ccc(C(C)(C)C)cc54)C3C2=O)cc1 (configuration not stated)	2.6	0.2	0.9	1.3
COc1ccc(/C=N/NC(=O)c2ccccc2OC(C)C)cc1OC	-3.9	0.0	2.6	7.3
COc1ccc(S(=O)(=O)N2C(C)CCCC2C)cc1 (configuration not stated)	-13.8	0.0	-0.7	-21.6
CC(=O)c1ccc(N2CCN(C(=O)c3ccccc3[N+](=O)[O-])CC2)cc1	-2.9	-0.1	-0.6	7.3
COc1ccc(CNC(=O)CN2CC(C)CC(C)C2)c(OC)c1 (configuration not stated)	-9.3	0.0	0.9	30.3
O=C1CS/C(=N\N=C2C3CC4CC(C3)CC2C4)N1	-7.9	-0.8	-0.3	-12.1
CCOc1ccc(C(Nc2ccc(Br)cc2)P2(=O)OCCCO2)cc1 (configuration not stated)	-1.6	-0.2	-1.3	8.0
Cc1onc(-c2ccccc2Cl)c1C(=O)Nc1nncs1	2.3	0.2	1.6	-9.1
COc1cc(-c2nc3cnccn3c2Nc2ccccc2)ccc1O	-1.1	0.3	-0.3	6.6
Cc1ccc(-c2nnc(C3CCN(S(=O)(=O)c4ccc(F)cc4)CC3)o2)cc1	-4.9	0.1	-0.8	2.7

# Next part:
SMILES,TEAD-YAP block,FBW7 activator,GPR151 activ,MITF inh
Cc1nc(SCc2cccc(C(F)(F)F)c2)c2c(=O)n(C)c(=O)n(C)c2n1,0.9,-0.2,1.0,7.8
COCCCNC(=O)/C(C#N)=C/c1cn(Cc2ccc(F)cc2)c2ccccc12,44.5*,1.8,1.6,11.5
O=C(Nc1nnc(-c2ccc(Cl)s2)o1)c1cc([N+](=O)[O-])ccc1Cl,10.1,0.0,-0.2,8.3
Cc1nc(N2CCN(c3ccccn3)CC2)c2c(C)c(C(=O)N3CCOCC3)sc2n1,-10.1,0.0,0.5,3.4
CCN(CC(=O)Nc1ccc(F)c(Cl)c1)S(=O)(=O)c1ccccc1,3.6,0.2,1.0,14.8
NC(=O)c1ccc(-c2nc(C(=O)NC3CC3)cs2)cc1,6.1,0.0,0.4,-5.3
COc1ccc(/C=C2\SC(=Nc3ccc(F)cc3)NC2=O)cc1O,52.3*,0.0,0.9,21.6
CCOC(=O)c1cc2c(=O)n3cccc(C)c3nc2n(CCCN2CCOCC2)c1=N,-15.9,0.2,3.3,15.9
Cc1nc(Nc2ccc(NC(=O)C(C)Oc3ccccc3)cc2)cc(-n2ccnc2)n1 (configuration not stated),-2.3,0.0,1.7,-9.5
NC(=O)c1ccc(N2CCCCC2)c(N2C(=O)CCC2=O)c1,8.2,-0.1,-0.4,-17.2
COC(=O)c1cccc(NC(=O)CSc2ncccn2)c1,-4.0,0.1,-1.1,-9.8
COc1cccc(CC(=O)Nc2cnc3cnc(-c4ccc(C)c(C)c4)cn23)c1,0.9,-0.1,0.7,16.2
CC(=O)Nc1nnc(SCC(=O)n2c3c(c4ccccc42)CCCC3)s1,-1.0,-0.2,2.7,3.3
COc1ccc(N/C=C2\CCCCC2=O)cc1OC,-1.9,-0.5,2.0,-6.6
COC(=O)CN1CCN(Cc2nc3ccccc3[nH]2)CC1,-10.6,-0.5,-1.4,51.8*
CC1CCCCC1NC(=O)c1cnn2c(C(F)(F)F)cc(-c3ccco3)nc12 (configuration not stated),4.2,0.0,0.0,9.2
CC(C)c1ccc(NC(=O)N2CCC(NC(=O)OC(C)(C)C)CC2)cc1,1.9,0.3,-0.2,7.7
COc1ccc(N2CN=c3s/c(=C4\C(=O)N(C)c5ccccc54)c(=O)n3C2)cc1OC,-0.1,0.0,-0.3,12.2
COc1cc(/C=C2/C(=N)N3N=C(C4CCCCC4)SC3=NC2=O)ccc1OCCOc1ccc(C)cc1C,3.8,-0.3,-0.4,-8.1
COc1ccc(N=C2NC(=O)/C(=C/c3ccco3)S2)cc1,-13.0,0.2,-0.6,8.4
CCOc1ccc(NCC(=O)Nc2ccc(C)cc2C)cc1,10.6,0.1,-1.7,19.1
Clc1nc(Cl)nc(Nc2ccc(I)cc2)n1,-0.7,0.6,-0.3,13.4
COc1ccc2oc(C(F)(F)C(F)F)cc(=O)c2c1,-0.1,0.1,0.5,-8.3
CCc1oc(C(=O)NC2(c3ccc4c(c3)OCO4)CCCC2)cc1CN1CCOCC1,-10.7,0.1,-0.1,-22.0
Cc1ccc2nc(CN3CCC(N4CCSCC4)CC3)nc(N3CCSCC3)c2c1,-2.0,0.1,4.5,4.0
# (more compounds)
SMILES,TEAD-YAP block,FBW7 activator,GPR151 activ,MITF inh
O=[N+]([O-])c1ccc(S(=O)(=O)Nc2cccnc2)cc1,6.2,0.0,2.5,-5.5
Cc1ccc(-c2cnc(N)n2C)cc1C,-16.5,-0.4,0.6,6.9
COC(=O)NNC(=S)Nc1ccc(C)c(Cl)c1,-2.4,-0.1,0.0,-6.9
COC(=O)c1c(NC(=O)COc2ccc(C(C)C)cc2)sc2c1CCC2,-2.9,0.3,0.2,1.5
C=CCSc1nc2c(c(=O)n1-c1ccc(OC)cc1)C1(CCCCC1)Cc1ccccc1-2,0.8,-0.1,-1.0,-5.8
COc1cc(CN2CCC(C(=O)N3CCN(Cc4ccccc4)CC3)CC2)ccc1O,2.0,0.0,-0.1,59.9*
CCOC(=O)c1oc2ccccc2c1NC(=O)c1cccc(OC)c1OC,7.6,0.1,0.8,9.4
CC1=C(C(=O)Nc2ccccc2C)C(c2cccs2)C(C#N)=C(SCC(=O)c2ccc(F)cc2)N1 (configuration not stated),-2.2,0.1,-0.3,-20.8
O=C(CSc1ncn[nH]1)Nc1ccc(Br)cc1,10.4,0.4,-1.0,16.0
C[C@@H](O)[C@@H]1NC(=O)[C@H]2CN(CCc3ccccc3)CCN2C1=O,6.8,0.1,0.3,-0.5
Cc1ccc(C)c(C(C)NC(=O)C2C3CCC(O3)C2C(=O)O)c1 (configuration not stated),-18.0,0.0,-0.2,0.2
Cc1cccc(C)c1-n1nnnc1SCC(=O)N1CCOCC1,7.7,0.1,-0.1,7.4
CC1(C)CC(=O)c2cc(-c3ccccc3)n(CC(=O)OCN3C(=O)c4ccccc4C3=O)c2C1,1.6,0.1,-2.5,-1.1
CCc1ccc2[nH]cc(C(=O)OCCOC)c(=O)c2c1,3.0,0.0,-0.7,10.9
Cc1cc2cc3c(cc2n2c(=O)n(Cc4ccncc4)nc12)OCO3,2.5,0.9,1.3,10.8
O=C(/C=C/c1ccc(Cl)cc1Cl)Nc1ccncc1,-60.9,0.0,-1.3,-12.6
COc1ccccc1N1CCN(C2CCCN(Cc3cccc4c3OCO4)C2)CC1 (configuration not stated),4.8,0.1,-0.4,18.5
COc1ccc2oc(=O)c(-c3csc(Nc4cc(Cl)ccc4OC)n3)cc2c1,-2.1,-0.1,1.4,0.9
Cc1ccc2nc(NC(=O)c3ccc(Oc4ccccc4)cc3)sc2c1,11.2,0.1,1.0,2.8
C=C(C)CNC(=S)Nc1c(C)cc(C)cc1C,0.4,0.1,-0.5,-0.9
Cc1c(C(=O)NCCN(C)C2CCCCC2)sc2nc3n(c(=O)c12)CCCC3,-0.2,-0.1,-2.0,1.9
COc1ccc(OC)c(C2N(c3ccc(C)cc3)CCN2c2ccc(C)cc2)c1,6.1,0.1,-0.7,12.2
O=[N+]([O-])c1cccc(S(=O)(=O)Nc2ccc(-c3ccccc3)cc2)c1,-1.6,-0.1,0.7,5.6
COc1cc(/C=N\NC(=O)c2ccoc2C)cc(Br)c1O,-56.1,-0.1,-6.6,-4.8
COc1ccc(C2CC(C(F)(F)F)n3ncc(C(=O)Nc4ccc5c(c4)OCO5)c3N2)cc1 (configuration not stated),-2.4,-0.1,-1.7,-3.6
# (listing goes on)
SMILES,TEAD-YAP block,FBW7 activator,GPR151 activ,MITF inh
COc1ccc(CC2(CCC(=O)NCc3cnc4ccccc4c3)CCC(=O)N2)c(F)c1 (configuration not stated),5.5,-0.1,-0.9,-8.1
Cc1cccc(C)c1OCC(=O)Nc1ccc(S(=O)(=O)N2CCN(C)CC2)cc1,0.7,-0.1,3.4,8.7
COc1ccccc1N1CCN(CC(O)COCc2ccccc2)CC1 (configuration not stated),5.8,0.1,-0.8,30.1
CN1CCN(C(c2ccccc2Cl)c2sc3nc(-c4ccco4)nn3c2O)CC1 (configuration not stated),6.5,-0.1,-0.4,-8.4
C=C(C)Cn1c(CCNC(=O)CC)nc2ccccc21,14.2,-0.1,0.4,-11.0
COc1ccc(C(=O)Nc2cc(C)nn2-c2nc3ccc(OC)cc3s2)cc1,-1.6,-0.1,-1.2,3.0
CCOP(=O)(/C(C#N)=C(\C)O)c1ccccc1 (configuration not stated),0.5,-0.2,0.9,4.6
CC(=O)Nc1cccc(-c2cnc3c(NCc4ccc(S(N)(=O)=O)cc4)nccn23)c1,-8.0,-0.1,2.7,-2.7
CN(C)S(=O)(=O)c1cc(NC(=S)Nc2ccccc2)ccc1Cl,3.5,0.0,1.2,8.9
COc1ccc(-c2noc(CCCC(=O)NCCc3ccccc3)n2)cc1OC,4.5,0.5,-1.0,18.4
O=C(CC1(O)C(=O)N(Cc2ccc(Cl)cc2)c2ccccc21)c1ccccc1 (configuration not stated),-2.3,-0.2,0.5,-7.9
CC(=O)NC(CCS(C)(=O)=O)C(=O)Nc1ccc(C(C)C)cc1 (configuration not stated),1.2,0.2,1.6,11.8
COC1CCN(c2ncn(-c3ccc(Nc4nccc(-c5cc(F)cc(N6CCOCC6)c5)n4)cc3)n2)CC1,6.9,0.1,-0.1,7.1
COc1cc(Nc2ccc(N3CCC(C(=O)Nc4ccccc4)CC3)nn2)cc(OC)c1OC,-16.3,0.1,0.9,3.3
O=c1cc(O)cc(/C=C/c2ccc(O)c(O)c2)o1,-5.3,-0.2,0.7,86.3*
COCCC(=O)NC(C)c1nnc2n1CCN(Cc1ccc3cccnc3c1)CC2 (configuration not stated),-15.1,0.1,-1.0,10.4
CCc1sc(C(=O)NCCCn2ccnc2)cc1Br,-1.4,-0.1,-1.2,-8.9
O=C(NCCCSc1ccc(Cl)cc1)Nc1ncccn1,1.5,0.3,0.3,3.5
